All columns: NCI-60 one-dose screen, growth in % after 48 h at 10 µM unless noted; 100 = growth as untreated, 0 = no growth, -100 = all killed.
T-47D: T-47D breast cancer; actives 5% (n = 79,000)
MDA-MB-468: MDA-MB-468 breast cancer; actives 8.5% (n = 78,000)
BT-549: BT-549 breast cancer | AID 1794793 | actives 4.4% (n = 78,000)
MDA-MB-231: MDA-MB-231 breast cancer | actives 5% (n = 81,000) | AID 1794789
HS 578T: HS 578T breast cancer; actives 4.1% (n = 78,000); AID 1794788
MALME-3M: MALME-3M melanoma; actives 5.8% (n = 78,000); AID 1794766
LOX IMVI: LOX IMVI melanoma | actives 7.4% (n = 79,000) | AID 1794757
MCF7: MCF7 breast cancer | actives 6.3% (n = 82,000) | AID 1794796
Active calls of the source: *; . = no result given; & = joins results of further samples. Rule for the calls: active = growth percent below 10; inactive = the rest.

SMILES	T-47D	MDA-MB-468	BT-549	MDA-MB-231	HS 578T	MALME-3M	LOX IMVI	MCF7
CCCCCC(O)(CCC)CCCCC	99	117	109	101	106	103	95	100
CCCCOc1ccc(N=Nc2ccc(N)nc2N)cn1	76	93	124	80	124	156	94	95
Cc1ccc(NC(=O)CN2CCOCC2)cc1Cl	89	99	77	96	99	102	101	92
Cc1ccc(C)c2sc(NN)nc12	83	124	105	96	101	88	98	90
O=C1COCCN1c1ccc(NCc2cn(Cc3cccc4ccccc34)c3ccccc23)cc1	43	-25*	.	101	84	90	91	63
CN1CCN(C(=O)c2c3c(n4ccccc24)C(=O)c2ncccc2C3=O)CC1	93	88	57	79	53	72	30	27
CCSc1nc(NC)c2ccc(-c3ccc(F)c(F)c3)cc2n1	63	59	89	82	81	84	49	82
COc1ccc2c(c1)c(-c1csc(-c3ccc4ccccc4c3)n1)cn2S(=O)(=O)c1ccccc1	87	106	107	100	105	112	100	95
NS(=O)(=O)c1ccc(Cn2c(SCC(=O)N/N=C/c3ccccc3O)nc3ccccc3c2=O)cc1	33	52	56	30	72	59	16	50
O=C(NCc1ccccc1)NCc1ccccc1	96	120	121	100	106	89	88	98
Clc1ccc(NC(Nc2ccc(Cl)cc2)C(Cl)(Cl)Cl)cc1	83&68	108&98	86&69	116&87	109	114&101	75	92&89
COc1ccc(-c2nnc(SCC(=O)NNC(=O)c3cc(OC)c(OC)c(OC)c3)o2)cc1	.	88	92	101	86	102	96	96
Cc1cccc(NC(=O)[C@@H]2c3ccccc3C(=O)N(c3ccccc3)[C@H]2c2ccccc2)n1	68	81	72	59	69	83	48	84
CCC(=O)Oc1ccc(OC)cc1	101	106	.	103	.	89	105	102
Cc1cnc(N)s1	90	102	100	92	89	98	99	95
COc1cc2nc(-c3ccc(C#N)cc3)[nH]c(=O)c2cc1OC	112	113	293	94	106	263	91	100
O=C(CN1CCN(c2cc(=O)[nH]c3ccc(F)cc23)CC1)Nc1ccccc1	95	92	104	92	99	.	98	89
CC(=O)c1cnn(-c2cc(=O)[nH]c3ccc(C)cc23)c1C	93	101	112	104	107	97	95	96
COc1cc(-c2ccc(NC(=O)c3cc4ccccc4cc3O)c(OC)c2)ccc1NC(=O)c1cc2ccccc2cc1O	95	103	92	86	102	89	106	95
CCS(=O)(=O)OCCO[C@H]1Cc2cc3ccc(=O)oc3cc2OC1(C)C	.	98	100	115	98	105	109	95
CCCCCCCCCCCCC(C)O (stereo unspecified)	108	92	105	116	109	88	100	89
Cc1nc2sccn2c1-c1csc(Nc2cccc(Cl)c2C)n1	36	-13*	44	65	53	59	61	38
CCCCNC(=S)NS(=O)(=O)c1ccc(CCN2C(=O)/C(=C/c3ccc(OC)cc3)N=C2C)cc1	98	94	105	96	112	91	92	87
COc1ccc(-c2cc(-c3nnc(SCC(=O)Nc4ccc(/C(C)=N\O)cc4)o3)c3cc(OC)ccc3n2)cc1	89	110	90	102	98	103	86	90
COc1cc(OC)c2ccc(=O)oc2c1	.	103	111	93	97	136	97	100
Clc1ccc(C2CC(c3cccc(Nc4ccncc4)c3)=NN2c2ccc(Cl)cc2)cc1 (stereo unspecified)	52	-35*	-80*	19	54	-64*	-97*	-41*
O=CNNC(=O)c1ccccn1	94	96	104	121	95	.	100	103
C/C(=N\NC(=O)CC#N)c1cccs1	96	.	100	93	105	115	95	80
CC(=O)N(Cc1ccccc1)c1nc2c3ccccc3n(C(C)=O)c2s1	96	.	104	96	104	102	103	95
CN(C)c1ccc(N=Nc2ccccn2)c(O)c1	31	3.9*	37	37	61	14	8.1*	17
COc1ccc(-c2c(C#N)c(N)nc3c2c(N)nn3-c2ccccc2)cc1	91	117	86	88	94	90	.	86
Nc1ccn(C2CCCO2)c(=O)n1 (stereo unspecified)	.	104	112	89	113	123	104	103
C[C@@H](O)[C@H](N)C(=O)O	104	99	112	.	119	.	91	99
COc1ccc(C(C#N)CC(=O)c2ccc(OC)c(OCc3ccccc3)c2)cc1OC (stereo unspecified)	48	.	66	104	92	95	85	79
O=C(O)c1ccc(C(=O)O)c(C(=O)O)c1	90	117	113	128	114	105	110	109
Nc1c(C(=O)Nc2c(Cl)cccc2Cl)sc2nc3c(cc12)C(=O)CCC3	36	-3.8*	51	51	13	35	44	19
N#CC1C(=O)NN=C(N)C12CCCC2 (stereo unspecified)	116	.	117	91	106	103	106	110
COc1ccc([N+](=O)[O-])cc1NC(=O)N(C)Cc1ccco1	80	87	122	117	129	120	105	99
O=C1NC(=Nc2ccc(O)cc2)S/C1=C\c1cccc(Cl)c1	76	44	65	96	63	89	53	19
COc1ccc(-c2cc(-c3ccc(OC)c(OC)c3)nc(SCCCCCCC(=O)NO)n2)cc1	65	79	87	86	67	60	46	46
CC[C@H](CO)Nc1ccc2ncc(C#Cc3cncc(C(=O)Nc4ccc(CN5CCN(C)CC5)c(C(F)(F)F)c4)c3)n2n1	-69*	-68*	-97*	-61*	-44*	-82*	-99*	-73*
Nc1nc(Cl)cc(Nc2ccc(CCO)cc2)n1	83	103	95	84	102	111	96	95
Cc1cc2c(c(C)c1Cl)C(=O)/C(=C/c1ccco1)O2	48	-2.6*	103	82	99	102	93	25
C=C1C(=O)O[C@H]2[C@H]1CC/C(COC(=O)c1ccc(Br)cc1)=C\CC[C@@]1(C)O[C@@H]21	-47*	-23*	-8.2*	-56*	18	-54*	-95*	-19*
CCCCNC(C(=O)c1ccc(OC)cc1)c1ccc(OC)cc1 (stereo unspecified)	83	87	91	71	101	88	67	86
O=C1c2ccccc2C(=O)N1CCc1ccccn1	80	118	102	104	102	92	95	92
CCCCCCCCCCCC(=O)OCc1ccccc1	96	95	100	113	98	113	98	91
CCCCCCCCCCCCCCCCCC1=NC(CC)CO1 (stereo unspecified)	96	83	96	78	96	115	54	93
Cc1nc2cc(Nc3nc(NCCO)nc(N4CCOCC4)n3)ccc2n1Cc1ccccc1	63	72	92	86	95	96	95	90
CC1SC(N)=NC1=O (stereo unspecified)	106	.	123	112	108	108	104	103
COc1ccc(-c2nnc3n(C)c(=O)c4ccccc4n23)cc1O	30	-2.5*	41	36	29	71	39	18
Cc1ccc2oc(=O)cc(Cn3nnc(C(=O)O)c3C)c2c1	96	99	115	97	87	100	99	97
OB(O)c1ccc(B(O)O)cc1	127	106	112	108	.	118	104	113
COc1ccc(-c2cnnc3c(-c4cccc(C(F)(F)F)c4)cnn23)cc1	49	78	-35*	73	20	24	75	74
O=C(/C=C/c1ccc(Oc2ccc(Br)cc2)cc1)c1cc2ccccc2oc1=O	94	.	76	85	82	99	85	45
COc1ccc(-c2cc(NC(=O)Nc3nc4ccccc4s3)no2)cc1	76	96	101	93	98	104	94	78
COc1cc(-c2ccc(N=Nc3ccc4c(S(=O)(=O)O)ccc(N)c4c3O)c(OC)c2)ccc1N=Nc1ccc2c(S(=O)(=O)O)ccc(N)c2c1O	105	120	117	106	124	.	102	96
CC1(C)CC[C@]2(C(=O)O)CC[C@]3(C)C(=CCC4[C@@]5(C)C[C@@H](O)[C@@H]6OC(c7ccccc7Cl)OC[C@@]6(C)C5CC[C@]43C)C2C1 (stereo partly specified)	80	65	58	74	86	73	40	53
O=C1CSC(=S)N1/N=C/c1ccc(Cl)cc1Cl	104	110	100	106	114	95	82	93
COc1ccc(-n2nc3c(c(C#N)c2=O)CC(c2ccc(Cl)cc2)C([N+](=O)[O-])=C3O)cc1 (stereo unspecified)	92	102	98	84	93	95	92	104
Next compounds
SMILES	T-47D	MDA-MB-468	BT-549	MDA-MB-231	HS 578T	MALME-3M	LOX IMVI	MCF7
O=C(CN1C(=O)S/C(=C\c2ccc(Cl)cc2)C1=O)Nc1ncc(Cc2ccc(Cl)cc2)s1	63	97	99	113	84	112	94	91
COc1ccc(Nc2n[nH]c(-c3cccs3)c2C#N)cc1	82	99	96	99	96	92	93	85
Cc1ccc([N+](=O)[O-])cc1Br	89	98	110	104	95	102	105	98
Nc1c(C(=O)Nc2ccccc2-c2cn(CCCN3CCOCC3)nn2)sc2nc3c(cc12)CCCCC3	102	115	98	77	87	96	68	53
CCOC(=O)CCCC(=O)C(CCc1cccc2ccccc12)(C(=O)OCC)C(=O)OCC	103	95	95	94	89	96	.	101
CC(=O)Nc1ccc(N2C(=O)CSC23C(=O)Nc2ccccc23)cc1 (stereo unspecified)	70	110	98	106	95	91	91	92
c1cc[n+](Cc2c3ccccc3cc3c2ccc2ccccc23)cc1	31	-40*	10	72	13	-24*	49	32
CCOC(=O)c1cc2c(n(C)c1=O)-c1cnn(-c3ccc(Cl)cc3)c1CC2	87	90	116	103	102	104	97	98
COC(=O)C1=C(C(=O)OC)C23C=C(C)C1C2=C(C)C1(CC1)[C@@](C)(O)C3=O (stereo partly specified)	-3.0*	-54*	-36*	9.1*	23	-44*	-14*	11
CCCCOC(Cc1ccccc1)OCCCC	96	115	107	103	107	108	108	106
CC1=C/C(=N\OCC(=O)O)CC(c2ccc(C(C)C)cc2)C1 (stereo unspecified)	77	108	92	84	98	88	104	88
Cc1[nH]c(-c2nc3ccccc3[nH]2)c(C)c1C(=O)NN	88	91	117	93	91	98	102	91
O=c1nc(-c2ccc(F)cc2)c2cc(-c3cncnc3)ccc2[nH]1	98	96	100	89	98	108	93	93
O=S(=O)(NCCNc1nccc(-n2ccc3cccnc32)n1)c1ccc(F)cc1	103	97	.	100	102	109	95	104
CC1(C)N=C(N)N=C(N)N1c1cccc(CCCCc2ccccc2)c1	18	-58*	-35*	45	66	-1.5*	13	3.8*
